Growth percent in the NCI-60 one-dose screen (48 h, 10 µM unless noted): 100 = growth as untreated, 0 = no growth, -100 = all killed.
SK-MEL-28: SK-MEL-28 melanoma. 81,000 tested, 4.1% active. AID 1794761
M14: M14 melanoma; 80,000 tested, 6.2% active; AID 1794745
UACC-62: UACC-62 melanoma; 81,000 tested, 5.4% active; AID 1794756
UACC-257: UACC-257 melanoma; 78,000 tested, 4.4% active; AID 1794764
MDA-MB-435: MDA-MB-435 melanoma. 82,000 tested, 7.8% active. AID 1794794
SK-MEL-5: SK-MEL-5 melanoma | 80,000 tested, 6.4% active
SK-MEL-2: SK-MEL-2 melanoma; 77,000 tested, 4.7% active
A549/ATCC: A549/ATCC NSCLC. 81,000 tested, 3.7% active
The depositor's hits bear a star; / = no result given; & = joins results of further samples; [ ] = another dose, or the depositor's remark. How the source made its calls: active means growth percent below 10; inactive means the rest. An excerpt; the hit share may differ from the screen's.

mol	SK-MEL-2	SK-MEL-28	MDA-MB-435	UACC-62	UACC-257	A549/ATCC	SK-MEL-5	M14
N#CCc1ccc(CC#N)cc1	99.4	101.2	102.0	92.3	89.0	82.1	101.1	98.1
Oc1cccc2nc3ccccc3nc12	/	153.9	109.5	103.2	126.8	99.7	92.7	83.1
CCOP(=S)(Oc1ccc([N+](=O)[O-])cc1)c1ccccc1 (stereo unspecified)	106.5	/	106.8	96.1	111.8	90.8	112.4	103.4
CN(C)c1ccc(/C=N/N=C(/N)N[N+](=O)[O-])cc1	95.5	108.4	98.5	97.0	96.4	100.8	93.1	102.4
CCOC(=O)CC(SP1(=S)OCC2(CCCCO2)C(C2CCCCO2)O1)C(=O)OCC (stereo unspecified)	105.2	115.4	120.3	87.0	106.6	107.0	99.6	100.2
O=S(=O)(Oc1ccc(Cl)cc1)c1ccc(Cl)cc1	/	114.1	105.5	101.0	113.7	96.2	100.7	105.7
CCC(CC)COC(=O)CI	110.4	98.4	104.1	97.5	95.9	103.2	82.9	85.9
N#C[Se]CC(=O)Nc1cccc(C(F)(F)F)c1	-31.1*	-63.2*	-18.1*	-77.4*	-33.3*	-50.4*	-73.4*	-42.7*
CC12C(C(=O)O)C1(c1ccccc1)C2C(=O)O (stereo unspecified)	103.6&97.2	104.5&103.7	111.3&108.1	103.3&100.1	100.7&100.5	98.8&102.0	107.4&101.9	103.5&113.0
FC(F)(F)c1cc(CN(CCCl)CCCl)cc(C(F)(F)F)c1	103.7	113.1	120.5	93.5	105.4	101.6	95.7	86.6
CC1=NNC(=O)C1(Br)Br	94.8	99.8	103.0	96.1	102.1	87.1	102.7	99.0
Nc1nc(N)c(-c2ccc(Cl)c(Cl)c2)c(CP(Cl)(Cl)(Cl)Br)n1	69.2	87.3	26.4	40.2	50.5	21.1	38.5	46.0
COC(=O)[C@@H](C)C[C@H](Cc1ccccc1)NC(=O)c1csc([C@@H](C[C@H](C(C)C)N(C)C(=O)C2(NC(=O)[C@H]3CCCCN3C)CCC2)OC(C)=O)n1	29.5	57.0	-25.3*	40.0	60.2	15.2	-43.7*	5.6*
CCOP(=O)(OCCCl)C(NC(=O)c1ccc(C)cc1)=C(Cl)Cl (stereo unspecified)	105.2	115.9	104.9	98.1	96.8	95.8	100.0	100.5
Clc1ccc(N2CCNCC2)cc1	94.5	102.8	94.0	102.2	88.6	92.0	102.2	101.9
Oc1ccc2c3c1OC1[C@@H](O)CC[C@@]4(O)[C@@H](C2)N(CC2CCC2)CC[C@]314 (stereo partly specified)	118.4	105.9	101.2	108.4	97.6	98.9	92.5	102.9
CC(=O)O[C@H]1CC[C@]2(C)[C@H]3CC[C@]4(C)[C@@H](OC(C)=O)CC[C@H]4[C@@H]3[C@@H](C)[C@]2(O)C1	99.1	116.7	/	98.4	127.0	113.8	106.1	108.5
CCCCN(CCCC)CC(O)c1ccc(Cl)c(C)c1Cl (stereo unspecified)	113.1	107.5	105.2	97.2	88.9	88.7	102.3	103.2
COc1ccc(C2=CC(c3ccc(OC)c(OC)c3)c3c(c4ccccc4oc3=O)O2)cc1OC (stereo unspecified)	8.0*	50.9	-72.9*	36.8	66.9	39.4	17.1	12.9
COc1ccc(CC2NCCc3cc(OC)c(OC)cc32)cc1OC (stereo unspecified)	104.1	94.0	100.3	99.4	98.9	96.8	101.0	101.4
CCCCOP(=O)(CCC(=O)NC)OCCCC	119.4	117.9	102.3	98.8	/	94.8	100.7	104.6
CNC(=O)Oc1ccccc1C(Cl)(Cl)Cl	115.5	108.5	101.0	102.2	103.3	105.5	102.8	101.8
COc1cc(CC(C)=O)ccc1O	105.3	112.4	116.5	88.5	87.1	92.4	95.0	103.0
OB([O][Hg][c]1ccccc1)[O][Hg][c]1ccccc1	-74.9*	-83.2*	-84.0*	-99.1*	-98.3*	24.0	-96.7*	-80.9*

Individual results from the entries so far:
For SK-MEL-28, `COc1cc(CC(C)=O)ccc1O` is listed with 112.4
For SK-MEL-5, `CCCCN(CCCC)CC(O)c1ccc(Cl)c(C)c1Cl` (stereo unspecified) is listed with 102.3
For SK-MEL-2, `CNC(=O)Oc1ccccc1C(Cl)(Cl)Cl` is listed with 115.5
For UACC-62, `CC(=O)O[C@H]1CC[C@]2(C)[C@H]3CC[C@]4(C)[C@@H](OC(C)=O)CC[C@H]4[C@@H]3[C@@H](C)[C@]2(O)C1` is listed with 98.4
For MDA-MB-435, `COc1ccc(C2=CC(c3ccc(OC)c(OC)c3)c3c(c4ccccc4oc3=O)O2)cc1OC` (stereo unspecified) is listed with -72.9*

Carrying on:
mol	SK-MEL-2	SK-MEL-28	MDA-MB-435	UACC-62	UACC-257	A549/ATCC	SK-MEL-5	M14
C[C@@H](N)[C@@H](O)c1ccccc1	108.7	82.6	104.3	77.7	107.3	57.2	65.6	89.7
O=C1CC=C2C3CC4N(CCC45c4cc(O)c(O)cc4N1C25)C/C3=C\CBr (stereo unspecified)	107.1	96.0	97.2	108.7	106.0	104.2	88.9	106.5
CCOP(=O)(C/C=C/c1ccccc1)OCC	127.2	101.8	99.5	95.8	110.6	107.4	99.6	103.1
CC(C)c1cc([N+](=O)[O-])cc([N+](=O)[O-])c1O	94.0	102.1	107.8	98.1	114.8	102.9	98.4	99.7
O=[N+]([O-])c1cc(S(=O)(=O)F)ccc1Cl	109.2	114.5	/	108.3	91.8	100.6	112.1	113.0
COc1ccc(CC[N+](C)(C)C)cc1	79.9	104.7	105.2	108.8	85.8	97.2	105.5	108.1
CCOP(=S)(Nc1cccc(C(F)(F)F)c1)OCC	96.7	107.9	102.5	104.6	100.9	101.3	102.1	93.0
NC(Cc1ccc(N(CCCl)Cc2ccccc2)cc1)C(=O)O (stereo unspecified)	99.5	114.2	116.5	103.6	108.3	105.1	99.4	102.7
CCOP(=O)(OCC)/C(C#N)=C/c1ccc(C)o1	117.0	112.7	106.4	94.0	104.1	103.3	93.2	101.8
O=C(N[C@H](Cc1cnc[nH]1)C(=O)O)C(=O)c1cn(Cc2cn(-c3ccccc3)nn2)c2ccccc12	105.8	113.8	109.6	103.3	96.0	97.2	100.7	102.9
C[CH2][Pb]([CH2]C)([CH2]C)[O]C(=O)COc1ccccc1	-0.4*	28.3	-31.9*	25.3	/	/	-21.4*	14.6
CC(N)C(=O)c1ccccc1 (stereo unspecified)	88.6	103.0	100.0	97.0	/	/	104.9	100.5
CCc1cccc2ccccc12	131.8	102.3	/	110.8	104.3	95.3	102.0	110.1
O=C(Nc1ccc(Cl)cc1)Nc1nccs1	/	50.5	-49.4*	50.3	44.3	38.6	31.2	18.1
O=C1c2ccccc2CCC1Cl (stereo unspecified)	91.9	99.8	96.0	85.3	94.1	85.3	96.0	89.1
CCOC(=O)C(Cl)CCl (stereo unspecified)	87.7	101.8	103.5	103.8	86.9	93.1	104.0	109.3
O=C1C=CC2CC1(O)C1CCCCN1O2 (stereo unspecified)	101.9	116.8	108.5	97.6	95.4	98.2	100.2	97.0
Cc1cc(N(CCCl)CCCl)ccc1C=Nc1cccnc1	101.0	97.5	101.0	46.6	61.8	67.9	77.5	79.5
C#C[C@]1(O)CC[C@H]2[C@@H]3CC[C@@]45O[C@@H]4C(=O)CC[C@]5(C)[C@H]3CC[C@@]21C	98.8	100.0	100.8	78.2	89.0	99.7	94.2	93.3
O=C1NC(=S)NC(=O)C1=Cc1ccncc1	146.5	110.8	100.0	106.9	99.2	94.7	100.4	123.6
Clc1cc(Cl)nc(N2CC2)n1	122.7	107.0	93.9	94.4	96.1	91.6	111.2	104.8
COC(=O)C[C@](O)(CCC(C)C)C(=O)O[C@H]1C(OC)=C[C@@]23CCCN2CCc2cc4c(cc2[C@@H]13)OCO4	-46.4*	-32.9*	-32.6*	-25.2*	-30.9*	-20.5*	-70.4*	-76.4*
O=C1NC(=O)C(=Cc2ccccc2)C(=O)N1	113.9&105.7	115.1&104.1	104.1&113.3	104.6&90.3	98.6	91.4&100.5	100.4&109.2	106.4&103.1
COc1cc(/C=C\c2cc(OC)c(OC)c(OC)c2)cc(N/C=C\C(=O)c2cc(OC)c(OC)c(OC)c2)c1OC	15.9	/	-37.3*	16.8	68.1	40.0	5.2*	2.9*

Single records, as listed above:
O=C1NC(=O)C(=Cc2ccccc2)C(=O)N1 is listed as SK-MEL-2 = 113.9&105.7; SK-MEL-28 = 115.1&104.1; MDA-MB-435 = 104.1&113.3; UACC-62 = 104.6&90.3; UACC-257 = 98.6; A549/ATCC = 91.4&100.5; SK-MEL-5 = 100.4&109.2; M14 = 106.4&103.1
C#C[C@]1(O)CC[C@H]2[C@@H]3CC[C@@]45O[C@@H]4C(=O)CC[C@]5(C)[C@H]3CC[C@@]21C is listed as SK-MEL-2 = 98.8; SK-MEL-28 = 100.0; MDA-MB-435 = 100.8; UACC-62 = 78.2; UACC-257 = 89.0; A549/ATCC = 99.7; SK-MEL-5 = 94.2; M14 = 93.3

(list continues)
mol	SK-MEL-2	SK-MEL-28	MDA-MB-435	UACC-62	UACC-257	A549/ATCC	SK-MEL-5	M14
C[C@]12CCC(=O)C[C@@H]1CC[C@@H]1[C@@H]2CC[C@]2(C)C(=O)CC[C@@H]12	79.0	120.0	101.4	91.5	/	/	80.8	103.7
C/C(=N/N=C(N)N)c1cccnc1	94.5	105.9	95.5	87.6	95.4	96.1	100.2	89.4
Cc1ccccc1-n1c(/C=C\c2ccccn2)nc2ccccc2c1=O	79.4	83.2	66.5	64.5	81.8	80.4	73.7	64.9
N[C@@H](CCC(=O)CCl)C(=O)O	87.6[20 µM]	103.0[20 µM]	102.7[20 µM]	92.1[20 µM]	99.9[20 µM]	101.7[20 µM]	101.2[20 µM]	95.9[20 µM]
O=C1CN2CCC1CC2	100.5	119.2	101.7	103.7	109.2	92.7	103.5	104.3
CC(=O)c1ccc(F)cc1	115.0	110.8	103.4	106.5	114.9	102.9	103.0	110.4
CN1CCN(c2ccc(Cl)cc2)CC1	18.1	99.1	97.8	86.4	84.4	69.1	101.2	101.3
CCC(=O)NC1=C(N2CC2C)C(=O)C(NC(=O)CC)=C(N2CC2C)C1=O (stereo unspecified)	111.0	112.1	116.3	101.2	98.4	92.4	115.5	110.4
CCC(C)(c1ccc(O)cc1)c1ccc(O)cc1	116.8	113.9	105.5	92.8	93.2	94.6	95.4	102.5
CCCO/N=C/c1cccnc1	132.7	118.7	104.3	103.4	97.2	99.2	107.9	105.3
Cc1cc(NC(=O)NCCCOc2ccc(N3C(N)=NC(N)=NC3(C)C)cc2Cl)ccc1S(=O)(=O)F	42.2	48.9	27.7	25.2	25.9	14.7	22.6	41.0
O=P(O)(O)CO	/	107.4	104.7	100.5	107.5	104.8	103.4	106.4
C#CCN(C)C(C)Cc1ccccc1 (stereo unspecified)	92.6	109.3	101.1	92.5	106.0	96.8	99.1	96.5
CN1C2CCC1CC(OC(=O)c1ccc(O)cc1)C2 (stereo unspecified)	115.4	107.4	107.7	104.8	113.5	111.1	111.2	105.7
O=[As](O)(O)c1ccccc1[As](=O)(O)O	119.0	117.2	98.8	98.5	101.1	91.8	107.1	115.7
O=S(=O)(c1ccc(O)cc1)c1ccccc1O	104.3	105.2	110.2	98.2	110.9	111.7	101.7	/
CC1=C(C)CC2(CC1)C(=O)NC(=O)NC2=O	94.8&99.3	120.1&99.5	102.2&102.7	71.1&104.0	105.6&104.9	107.4&101.0	102.6&98.0	84.6&117.9
CC(C)(O)C(Cl)(Cl)Cl	124.4	103.8	104.7	102.8	120.8	97.9	97.9	111.7
O=C(Nc1ccccc1)C(Cl)(Cl)Cl	108.5	105.5	104.3	93.9	/	/	99.1	103.7
O=C1C(Br)=C(Br)C(=O)C1(Br)Br	98.0	114.0	103.4	103.9	/	/	104.1	102.8
O=C(O)c1c(Cl)c(Cl)c(Cl)c(Cl)c1-c1c2cc(Br)c(=O)c(Br)c-2oc2c(Br)c(O)c(Br)cc12	108.5	113.5	104.6	102.3	109.7	112.1	100.5	98.2
NCCc1nc2ccccc2[nH]1	121.2	105.6	101.9	103.1	100.1	95.0	/	109.1
